ATG4B inh: blocks human ATG4B protease cleavage of LC3 substrate | inhibition, % at 8.33 µM | Q9Y4P1 | 340,000 tested, 0.51% active | ATG4B cleavage of LC3-PLA2, NBD-HPC fluorescence, 1 h; in the data active = inhibition above about 40%
PfGluPho inh: PfG6PD (Plasmodium falciparum) enzyme inhibition; PfGluPho enzyme, NADPH resazurin-diaphorase fluorescence; inhibition, % at 20 µM; 350,000 tested, 0.78% active; AID 504690;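 active = inhibition reaching at least a set limit at 20 µM in the primary screen, cut at about 59% in these data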;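 note: 0% = DMSO wells with substrate and 100% = DMSO wells lacking glucose-6-phosphate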
mIAP act: increases mouse intestinal alkaline phosphatase activity; 330,000 tested, 0.24% active; activation factor at 10 µM; muIAP, CDP-Star luminescence, 30 min; hits give high values; 1 = vehicle-only enzyme signal, 0 = enzyme-free wells;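 active = activation factor of at least 2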; note: the source names both 10 and 20 µM as test concentration; values of inactives mirror those of a sister screen read the other way
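Assay system: mouse IAP enzyme; Reagent: CDP-Star chemiluminescent phosphatase substrate; Compound: DMSO-dissolved test compounds; Incubation: 30 min, room temperature; Technique: luminescence from enzymatic CDP-Star hydrolysis; Controls: DMSO-only wells and no-enzyme negative control.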
APOBEC3A inh: blocks human APOBEC3A ssDNA deamination | inhibition, % at 20 µM | recombinant A3A, FAM/TAMRA ssDNA deamination fluorescence | P31941 | 330,000 tested, 0.41% active | AID 493011;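 active = at least 40% inhibition at 20 µM here, with at most 30% in a related deaminase screen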;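 note: plate controls were A3A with DMSO for no effect and wells lacking A3A enzyme for full effect; some results filed as inactive read as strong as hits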
hIAP inh: human IAP inhibition; purified IAP, CDP-Star luminescence, 30 min; inhibition, % at 10 µM; 330,000 tested, 0.12% active;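 active = inhibition reaching a set limit with compound at 10 µM in the primary screen, cut at about 35% in these data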;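 note: plate controls were DMSO wells with enzyme for no effect and no-enzyme buffer wells for full effect; values of inactives mirror those of a sister screen read the other way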
mIAP inh: mouse IAP inhibition. purified mouse IAP, CDP-Star luminescence, 30 min. inhibition, % at 10 µM. 330,000 tested, 0.2% active. AID 2806;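 active = inhibition of at least 40% at 10 µM in the primary screen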;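 note: plate controls were DMSO with enzyme for no effect and no enzyme wells for full effect; values of inactives mirror those of a sister screen read the other way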
hIAP act: human IAP activation; purified human IAP, CDP-Star luminescence, 30 min; hits give high values; 1 = vehicle-only enzyme, 0 = enzyme-free background; AID 2524; P09923; activation factor at 10 µM; 330,000 tested, 0.16% active;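 active = activation factor of the enzyme at least 2-fold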; note: the source names both 10 and 20 µM as test concentration; values of inactives mirror those of a sister screen read the other way
HKDC1 inhibitor: HKDC1 (human) hexokinase inhibition | AID 493160 | 340,000 tested, 0.16% active | inhibition, % at 20 µM | Q2TB90 | recombinant HKDC1, G6PDH/diaphorase resazurin coupled fluorescence;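 active = inhibition above about 35% when tested at 20 µM, limit read from the data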;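 note: plate controls were DMSO wells with enzyme for no effect and DMSO wells lacking enzyme for full effect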
Target sequence (Q2TB90 whole entry, looked up): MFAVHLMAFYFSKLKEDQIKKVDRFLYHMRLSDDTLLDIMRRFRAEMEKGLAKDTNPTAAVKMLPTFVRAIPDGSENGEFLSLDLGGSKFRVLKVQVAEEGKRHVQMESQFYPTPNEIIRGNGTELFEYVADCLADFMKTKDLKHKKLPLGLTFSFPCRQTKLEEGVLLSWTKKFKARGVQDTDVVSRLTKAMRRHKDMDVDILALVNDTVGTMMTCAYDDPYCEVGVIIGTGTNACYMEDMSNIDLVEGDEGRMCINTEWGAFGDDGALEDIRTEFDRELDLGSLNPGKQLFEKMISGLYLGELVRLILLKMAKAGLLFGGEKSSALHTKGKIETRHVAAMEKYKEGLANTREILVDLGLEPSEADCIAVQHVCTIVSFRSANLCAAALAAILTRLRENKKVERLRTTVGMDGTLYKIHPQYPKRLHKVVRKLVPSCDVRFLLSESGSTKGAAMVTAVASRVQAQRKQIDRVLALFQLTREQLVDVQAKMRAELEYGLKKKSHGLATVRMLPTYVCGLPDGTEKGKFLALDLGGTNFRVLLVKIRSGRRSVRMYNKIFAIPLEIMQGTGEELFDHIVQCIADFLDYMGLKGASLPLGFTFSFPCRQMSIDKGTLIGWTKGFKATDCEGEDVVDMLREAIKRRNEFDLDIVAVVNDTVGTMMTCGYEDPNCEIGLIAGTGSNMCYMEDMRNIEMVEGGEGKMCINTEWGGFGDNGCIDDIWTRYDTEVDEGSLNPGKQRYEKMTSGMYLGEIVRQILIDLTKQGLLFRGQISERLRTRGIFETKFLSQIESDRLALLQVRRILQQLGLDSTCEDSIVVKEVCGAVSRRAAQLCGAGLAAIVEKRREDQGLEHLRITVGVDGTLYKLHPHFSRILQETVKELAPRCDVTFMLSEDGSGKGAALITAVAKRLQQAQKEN
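Material – in-house recombinant HK5 (HKDC1) enzyme · Quantity – HKDC1 at 5 µg/mL · Buffer or medium – pH 8.0 Tris buffer with 10 mM MgCl2 · Reagent – glucose with 1 mM ATP · Dosing – single 20 µM dose · Times – reaction time 90 min, room temperature, protected from light · Technique – resorufin fluorescence at 613 nm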
* marks the source's active call; other numbers are inactive results; . = not tested or not shown.

Compound,ATG4B inh,PfGluPho inh,mIAP act,APOBEC3A inh,hIAP inh,mIAP inh,hIAP act,HKDC1 inhibitor
COc1cc(S(=O)(=O)NCc2ccccc2)ccc1Br,6,17,1,-3,-13,-2,1.1,-6
CCCSc1cc(N2CCCC2)nc(-c2ccccc2)n1,10,-2,1.1,11,-5,-7,1,-1
O=C(NCc1ccccc1)C1=C[C@H](c2ccc(C(F)(F)F)cc2)C[C@H](OCc2ccc(CO)cc2)O1,-5,11,0.96,-3,12,4,0.88,1
COc1ccc(NC(=S)N/N=C/c2cccn2Cc2ccc(F)cc2Cl)cc1,-6,-12,0.96,-1,-12,4,1.1,-3
CCCn1c(=N)n(CCOc2ccc(OC)cc2)c2ccccc21,0,11,1.1,1,-2,-6,1,1
CSCC(=O)N1CCCC(N2CCN(c3ccc(F)cc3)CC2)C1 (stereo not given),5,2,0.95,-2,14,5,0.86,-8
CC(CN1CCCCC1)C(=O)NNC(=O)C12CC3CC(CC(C3)C1)C2 (stereo not given),-16,-10,1.1,-1,-12,-11,1.1,-5
Cc1nc(C2COc3ccccc3O2)sc1C(=O)O (stereo not given),3,-8,1,-2,14,-3,0.86,3
COc1ccc(C(=O)NCCCNC(=O)c2cccnc2)cc1Br,-4,4,1,7,-16,-2,1.2,-4
O=C(N1CCOCC1)C1(S(=O)(=O)c2ccccc2)CC=CC1,-6,11,0.93,-2,4,7,0.96,-5
O=C1C(C=NCc2ccccn2)=C(O)c2ccccc21,-4,-6,0.87,4,-18,13,1.2,-4
COc1ccccc1Nc1ncnc2ccccc12,-5,-7,1.1,-1,-2,-7,1,2
Cc1ccc(OCCNC(=O)C(C)SCC(=O)Nc2ccc(F)cc2)cc1 (stereo not given),-3,19,1.1,1,13,-14,0.87,0
CCC(=O)Nc1ccc(S(=O)(=O)NCc2ccco2)cc1,0,12,1.1,1,-15,-11,1.2,1
O=C(c1cccc2c1C(=O)N(Cc1cccnc1)C2)N1CCN(c2ccccc2)CC1,-8,-2,1.1,8,-12,-6,1.1,-4
Cc1ccc2[nH]c(=O)c(C(c3nnnn3CC3CCCO3)N3CCOCC3)cc2c1 (stereo not given),7,-2,0.75,-5,14,25,0.86,11
CCC(=O)NCCNc1ccc([N+](=O)[O-])cn1,.,.,1,12,9,-3,0.91,.
CCOC(=O)N1CCN(C(=O)c2ccc(S(=O)(=O)c3ccc(C)cc3)c(NC(C)=O)c2)CC1,12,3,1.2,3,3,-18,0.97,8
COC(=O)c1cn(CCC#N)nc1-c1ccc2ccccc2c1,-3,-15,0.95,-3,2,4,0.98,-4
Cn1c(=O)[nH]c2ncn(C)c2c1=O,-4,-1,0.94,0,3,6,0.97,-5
COc1ccccc1OCCC(=O)OCC(=O)NC(C)c1ccccc1 (stereo not given),-8,-6,0.93,-1,4,7,0.96,-8
CCC(=O)NC(Nc1ncc(C)s1)(C(=O)OC)C(F)(F)F (stereo not given),6,6,0.93,1,14,7,0.86,-3
O=C(NC(Cc1ccccc1)C(=O)O)/C(=C/c1ccc(Cl)cc1)NC(=O)c1ccco1 (stereo not given),-8,6,1,0,6,-2,0.94,-7
O=S(=O)(c1ccccc1)N1CCC(c2ccccc2)CC1,0,-15,1,-3,8,-4,0.92,-6
N#Cc1c(-c2ccco2)c2c([nH]c1=S)CCCC2,3,71*,0.85,32,-4,15,1,4
Cc1cnc(C(=O)OCC(=O)NCCCc2ccccc2)cn1,-3,-13,1,-5,-18,-2,1.2,-9
CCc1ccc(OCC(=O)NNC(=O)CSc2ncnc3sc(C)c(C)c23)cc1,13,-6,0.93,2,5,7,0.95,-8
CN=C1SC(C(=O)Nc2ccccc2Cl)CC(=O)N1c1ccc(OC(F)(F)Cl)cc1 (stereo not given),-12,-5,0.92,2,8,8,0.92,-5
O=C(NCCCn1ccnc1)NC(C(F)(F)F)C(F)(F)F,-3,-12,0.99,0,4,1,0.96,-5
CCOP(=O)(OCC)C(O)c1cc(OC)c(OC)c(OC)c1 (stereo not given),-8,4,0.97,-3,-5,3,1.1,-11
O=C(OCC#CCSc1nnc(-c2ccc(Br)cc2)o1)c1cccs1,2,27,1.1,-4,-1,-8,1,-5
Cc1nn(-c2ccccc2)c(Cl)c1C(=O)NCC(C)c1ccccc1 (stereo not given),0,-1,1,7,-10,-3,1.1,-2
O=C(CSc1ccc2nnc(-c3cccnc3)n2n1)NCC1CCCO1 (stereo not given),1,25,1.1,-3,2,-8,0.98,0
C#CCCCCCCCCC(=O)NCCCC,5,-10,0.95,-1,-20,5,1.2,0
FC(F)Sc1nc(-c2ccccc2)c(-c2ccccc2)n1C(F)F,21,-21,0.99,1,-4,1,1,-4
Cc1nc2cc(-c3cccs3)[nH]n2c(=O)c1C,-1,31,1.1,1,-20,-12,1.2,-4
CC(=NCC1CCCO1)c1c(O)[nH]c(=O)[nH]c1=O (stereo not given),2,-23,1.1,3,-11,-8,1.1,-6
CCC(C(=O)O)N1C(=O)/C(=C/C(C)=C/c2ccccc2)SC1=S (stereo not given),80*,-12,0.85,0,20,15,0.8,6
Cc1nc(NCCc2ccc(S(N)(=O)=O)cc2)c2c(C)c(C)sc2n1,-5,-15,0.96,0,2,4,0.97,2
O=C(CSc1nc(-c2ccco2)cc(C(F)(F)F)n1)NCCCN1CCOCC1,2,0,1.2,-5,-23,-24,1.2,-3
O=C(CSc1nnc(-c2ccccc2)n1Cc1ccco1)Nc1ccc2c(c1)OCCO2,11,-2,1,2,-8,-1,1.1,-1
CC1=C(C(=O)OCc2ccccc2)C(c2ccsc2)NC(=O)N1C (stereo not given),-4,-1,0.98,0,9,2,0.91,-9
Nc1ncnc(N2CCOCC2)c1N,4,1,0.94,-3,-24,6,1.2,-7
Cc1onc(-c2c(F)cccc2Cl)c1C(=O)NC1CCCCCC1,-9,-7,0.99,-5,12,1,0.88,-3
Cc1cccc(NC(=O)c2c(-c3ccccc3)noc2C)n1,-4,9,0.98,2,-1,2,1,5
O=C(COc1ccc(F)cc1)c1c(O)cc(O)cc1O,-3,-12,0.86,0,4,14,0.96,-4
C=CCNc1nc2c(c(=O)[nH]c(=O)n2C)n1CC(O)COc1ccc2ccccc2c1 (stereo not given),1,-7,1,-5,-11,-4,1.1,-2
COc1ccc(Cc2nnc(NC(=O)c3ccc(F)cc3)s2)cc1OC,-3,9,1,0,14,-3,0.85,-4
COc1ccc2c(c1)CCc1cn3nc(C)cc3nc1-2,-3,-3,1.1,4,-16,-5,1.2,11
C=CCn1c(SC2CCOC2=O)nc2sc(C)c(C)c2c1=O (stereo not given),-3,-4,1,3,-4,0,1,0

Other entries follow.
Compound,ATG4B inh,PfGluPho inh,mIAP act,APOBEC3A inh,hIAP inh,mIAP inh,hIAP act,HKDC1 inhibitor
Cc1ccc(C(=O)NNC(=O)c2ccc3c(c2)OCCO3)cc1,-5,7,0.9,3,-5,10,1,-1
CCOc1ccccc1NC(=O)NC(=O)N(C)S(C)(=O)=O,-8,6,0.96,3,-11,4,1.1,-6
CCOC(=O)C1=C(C)NC(C)=C(C(=O)OCC)C1/C=C/c1ccccc1,-5,14,1.1,8,-14,-8,1.1,-5
COc1cccc(CN(Cc2ccco2)S(=O)(=O)c2ccc(S(=O)(=O)NCc3ccccc3)cc2)c1OC,6,16,0.97,-1,14,3,0.86,-2
CCOc1c(Br)cc(C(=O)NCCCn2ccnc2)cc1OC,2,1,1,-5,-2,-2,1,1
Cc1ccccc1CSc1ccc(S(=O)(=O)N2CCCC2)cn1,3,19,0.83,-1,9,16,0.91,3
CCOC(=O)C1CCN(C(=O)c2cccc(S(=O)(=O)N(CC)c3ccccc3)c2)CC1,7,-17,1.1,-3,14,-6,0.86,-6
Cc1cc(C)n(-c2nnc(C)n2/N=C/c2ccccc2F)n1,-1,3,0.93,0,4,7,0.96,-1
COc1ccc(C(=O)NNC(=O)CCc2nc3ccccc3c(=O)[nH]2)cc1,11,-9,0.97,12,-4,3,1,4
CCN1/C(=C/c2ccc3cc(C)ccc3[n+]2CC)Sc2ccc3sccc3c21,5,61*,0.57,103,35*,43*,0.65,2
CC1CC(C)CN(C(=O)/C(=C\c2ccccc2)c2ccccc2)C1 (stereo not given),36,-8,0.9,-2,-5,10,1,-2
Cn1c(SCCN2CCCC2)nnc1C1CCN(S(=O)(=O)c2ccc(F)cc2)CC1,10,-9,1,-4,-2,-1,1,-5
Cc1ccc(C)c(N2CCN(C(=O)CCc3nc(-c4ccccc4Br)no3)CC2)c1,-3,14,0.97,-2,.,3,.,1
C=CCn1c(N)c(C(=O)NCc2ccco2)sc1=S,18,20,1,-1,9,0,0.91,-3
COc1ccc(S(=O)(=O)NCCC(C)C)cc1C,8,-15,0.99,-1,-7,0,1.1,-6
Cc1cc(OC(=O)c2ccc(C(F)(F)F)cc2)c([N+](=O)[O-])c(=O)[nH]1,-1,1,1.1,-5,22,-12,0.78,1
COc1cc2ccccc2cc1C(=O)N(CCN(C)C)c1nc2ccc(Br)cc2s1,11,1,1,-1,-2,-3,1,1
Cc1cccc(-c2nc(CN3CCCC(C(=O)NC4CCCCC4)C3)c(C)o2)c1 (stereo not given),9,-15,0.94,-3,19,6,0.81,6
O=C(NCC1COc2ccccc2O1)c1cccc(S(=O)(=O)NCc2ccccc2)c1 (stereo not given),-6,8,1,0,-6,-3,1.1,0
CCCSc1sc(C(=O)OC)c(-c2cccs2)c1C#N,0,-25,0.9,0,-4,10,1,2
O=C(N/N=C/c1ccncc1)c1ccccc1OCc1ccc(Br)cc1,-13,10,0.97,3,-3,3,1,-24
CCOc1ccc(CCNC(=O)COC(=O)/C=C/c2ccccc2)cc1OCC,-12,-2,1,8,-5,-2,1.1,-3
O=[N+]([O-])c1ccc(S(=O)(=O)Nc2ccc(-c3csc(-c4ccccc4)n3)cc2)cc1,.,.,0.86,-2,6,14,0.94,.
CCOc1ccc(NC(=O)c2cc(S(=O)(=O)N3CCOCC3)cs2)cc1,-4,-10,0.97,-1,-6,2,1.1,0
CC(C)N1C(=S)SC2CS(=O)(=O)C=C21 (stereo not given),6,-15,0.93,-4,1,7,0.99,-8
COc1cccc(-c2nc(CS(=O)(=O)CC(=O)Nc3c(C)cccc3C)c(C)o2)c1,-4,-32,0.98,-7,3,2,0.97,-8
CCOC(=O)N1CCN(C(=O)c2cc3cc(C)ccc3[nH]2)CC1,0,7,0.9,-7,-43,10,1.4,-4
CC(C)NC(=O)COC(=O)c1ccc(Cl)c(S(=O)(=O)N2CCCC2)c1,-8,5,1.1,6,-4,-8,1,-2
COc1ccc(NC(=O)c2ccco2)cc1NC(=O)c1cccc(F)c1,9,-8,0.96,0,-6,4,1.1,-5
O=C(O)c1cccnc1C(=O)N1CCc2c([nH]c3ccccc23)C1C(F)(F)F (stereo not given),-12,-6,0.97,-3,-6,3,1.1,0
COc1cc(OC)c(/C=N/n2c(C)nnc2C)c(OC)c1,-5,0,0.92,1,-19,8,1.2,-9

3 compounds from above, ordered by count of non-hydrogen atoms, lowest first.
Compound,ATG4B inh,PfGluPho inh,mIAP act,APOBEC3A inh,hIAP inh,mIAP inh,hIAP act,HKDC1 inhibitor
CC(C)N1C(=S)SC2CS(=O)(=O)C=C21 (stereo not given),6,-15,0.93,-4,1,7,0.99,-8
FC(F)Sc1nc(-c2ccccc2)c(-c2ccccc2)n1C(F)F,21,-21,0.99,1,-4,1,1,-4
O=C(O)c1cccnc1C(=O)N1CCc2c([nH]c3ccccc23)C1C(F)(F)F (stereo not given),-12,-6,0.97,-3,-6,3,1.1,0
